# Shiga inhibitor: inhibitors of Shiga toxin in Vero cells; inhibition, % at 38.7 µM; Vero cells, Shiga toxin protein synthesis inhibition reporter; actives 9.2% (n = 290,000); in the data active = inhibition mostly above about 28%, no sharp cut-off; inactive = mostly below about 43%; note: 0% is about no effect
# AmpC inh detg: blocks E. coli AmpC beta-lactamase in detergent assay; actives 0.041% (n = 370,000); P00811; AmpC hydrolysis of nitrocefin, absorbance 480 nm, 0.01% Triton; Potency, µM (series often up to 114 µM), inactives show at the top dose activity change, negative = inhibition, most hits filed as inhibitors;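 note: potency is the fitted concentration of half-maximal effect; 0% = no-compound wells and -100% = no-enzyme wells; nearly all actives have a fitted effect of over 25% in size; some results filed as inactive show a strong effect at the top dose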
# Target sequence (P00811 whole entry, looked up): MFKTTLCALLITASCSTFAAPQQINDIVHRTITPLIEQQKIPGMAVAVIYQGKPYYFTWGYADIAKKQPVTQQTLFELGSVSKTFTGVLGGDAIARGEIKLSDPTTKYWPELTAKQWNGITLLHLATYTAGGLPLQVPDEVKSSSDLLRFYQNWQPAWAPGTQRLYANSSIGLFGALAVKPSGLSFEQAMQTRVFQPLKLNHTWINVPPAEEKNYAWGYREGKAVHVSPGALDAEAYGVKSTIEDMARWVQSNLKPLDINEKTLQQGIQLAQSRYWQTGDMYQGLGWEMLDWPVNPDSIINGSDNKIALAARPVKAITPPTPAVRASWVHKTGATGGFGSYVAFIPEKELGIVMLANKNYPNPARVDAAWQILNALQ
#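 20 mM phosphate pH 7.0 + 0.01% (detergent screen) or 0.0001% Triton X-100; 5.3 nM AmpC reagent; cpd preinc 15 min RT; nitrocefin (800 uM stock) to start; A480 q20 s × 4 min; Activity was normalised to no-enzyme and no-compound control wells.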
# Cycloheximide cs: counter-screen hit for Shiga toxin inhibitors, cycloheximide; cell reporter, cycloheximide protein synthesis inhibition counterscreen; max response, %; actives 12% (n = 300,000); in the data active = max response mostly above about 13%, no sharp cut-off; inactive = mostly below about 14%; note: read at 38.3 µM for the half of the compounds with a filed dose; 0% is about no effect
# AmpC inh no detg: blocks E. coli AmpC beta-lactamase in detergent-free assay | P00811 | AmpC nitrocefin hydrolysis, absorbance 480 nm, 0.0001% Triton | Potency, µM (series often up to 57.1 µM), for the others: at the highest dose activity change, negative = inhibition, hits mostly inhibitors | actives 0.52% (n = 330,000) | AID 485341;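 note: potency is the fitted concentration of half-maximal effect; plate controls were no compound for no effect and no enzyme for full effect; nearly all actives have a fitted effect of over 20% in size; some results filed as inactive show a strong effect at the top dose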
#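 AmpC (5.3 nM in the dispensed reagent) in 20 mM phosphate pH 7.0 with 0.01% (detergent screen) or 0.0001% Triton X-100 was preincubated with compounds for 15 min at room temperature. Nitrocefin was then added from an 800 uM solution, and hydrolysis was followed at 480 nm.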
# FBPA Giardia inh: blocks Giardia fructose-bisphosphate aldolase activity | Potency, µM (series often up to 59.6 µM), for the others: at the highest dose activity, negative = inhibition, usual class: inhibitors | purified Giardia FBPA | actives 0.71% (n = 290,000) | A8B2U2; note: potency is the fitted concentration of half-maximal effect; % is set by controls: 0 for no effect and ±100 for the full control effect; nearly all actives have a fitted effect of over 55% in size
# Target sequence (A8B2U2 whole entry, looked up): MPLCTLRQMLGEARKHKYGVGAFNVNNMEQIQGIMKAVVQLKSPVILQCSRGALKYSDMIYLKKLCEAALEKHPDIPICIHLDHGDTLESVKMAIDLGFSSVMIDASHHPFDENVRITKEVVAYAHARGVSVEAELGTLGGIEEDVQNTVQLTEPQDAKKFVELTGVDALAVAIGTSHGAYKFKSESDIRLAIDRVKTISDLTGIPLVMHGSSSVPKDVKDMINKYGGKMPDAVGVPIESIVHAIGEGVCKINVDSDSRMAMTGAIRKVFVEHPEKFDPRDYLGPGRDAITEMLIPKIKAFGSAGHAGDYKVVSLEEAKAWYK
#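 40 nM FBPA preincubated 10 min at RT with compound (up to 57.5 uM final), then substrate plus GAPDH/TPI/NAD/arsenate coupling and diaphorase/resazurin added. Fluorescence read after 20 min at RT, 525/598 nm.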
# AMA1-RON2 inh: AMA1-RON2 (P. falciparum) interaction inhibition | AlphaScreen AMA1-biotinylated RON2 peptide binding | Potency, µM (titrated, usually from 58.2 µM), for inactives: at the top dose activity change, negative = inhibition, actives largely listed as inhibitors | actives 0.2% (n = 360,000);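 note: potency is the fitted concentration of half-maximal effect; 0% = vehicle wells and -100% = peptide control; nearly all actives have a fitted effect of over 45% in size; some results filed as inactive show a strong effect at the top dose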
#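 AMA1 (3D7) with his tag at 25 nM final met compounds first, then biotinylated RON2 peptide at 25 nM; detection used donor plus acceptor beads, 10 µg/mL apiece, read by AlphaScreen after 30 min at room temperature.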
# HCMV inh: human cytomegalovirus inhibition; HFF cells, HCMV-luciferase reporter, 72 h; hits give low values; AID 1259415; actives 4.5% (n = 410,000); activity change, negative = inhibition, % at 57.5 µM; in the data active = activity change below about -60%; inconclusive = no clear call, values can overlap the other calls; inactive = above about -39%; note: % is set by controls: 0 for no effect and ±100 for the full control effect
#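 After 16 h attachment at 37C, HFF cells received test compound and HCMV-luciferase (1 PFU/cell); reporter luminescence read 72 h later, data normalized against buffer-only and known inhibitor Salinomycin.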
# The depositor's hits bear a star; u = inconclusive; x = not tested or not shown; [ ] = another dose, or the depositor's remark. Unless noted, calls come from the whole dose curve; as a rule, active = well fitted curve in the direction sought with a large enough effect; inconclusive = small, poorly fitted or top-dose-only effect, or another doubt; inactive = no such curve, though single readings can be large; an effect the other way counts as inactive or inconclusive.
SMILES,Shiga inhibitor,AmpC inh detg,Cycloheximide cs,AmpC inh no detg,FBPA Giardia inh,AMA1-RON2 inh,HCMV inh
COc1ccc(-c2nc3nc(C)cc(=O)n3[nH]2)cc1,17.4,2.4%,-1.0,-19.4%,-1.4%,-2.8%,-2.4
CC(=O)Nc1cccc(C(=O)OCC(=O)NC(C)c2ccc(F)cc2)c1 (stereo unspecified),20.3,-16.7%,-1.8,14.0%,2.6%,-19.5%,-3.7
Cc1nn(C)cc1CNC(=O)Nc1cccc(Cl)c1,90.0*,-7.3%,67.1*,-3.0%,-2.1%,19.0%,-7.5
Cc1ccc2oc3nc(C)c(C(=O)Nc4cccc(C(F)(F)F)c4)cc3c(=O)c2c1,29.7,-9.0%,8.8,-15.1%,-13.5%,-5.4%,x
Clc1ccc(-c2csc(N/N=C/c3cccnc3)n2)c(Cl)c1,-2.9,-12.4%,-1.8,-19.4%,0.8%,30.3%[activator],-63.4*
Cc1ccc(C)c(C2=CSC3=NCCN23)c1,15.3,10.4%,0.8,-0.4%,-9.2%,-3.3%,106.9
COc1ccc(NC(=O)Cc2nnc(SCC(=O)c3ccc(F)cc3)n2C)cc1,30.2,-0.8%,-4.6,-16.5%,1.2%,2.6%,3.5
O=C(NC1CCCC1)C(c1cc2c(cc1[N+](=O)[O-])OCO2)N1CCCC1 (stereo unspecified),65.5*,0.3%,18.4*,-20.9%,-10.5%,-8.4%,62.7
CCc1nnc(NC(=O)OCc2ccccc2)s1,60.1*,-0.9%,19.8*,-16.0%,-0.6%,-2.2%,26.7
CC1(C)NC(=O)N(CCOCCOc2ccccc2)C1=O,12.2,0.7%,9.6,-10.5%,-0.4%,3.8%,15.3
Cc1ccc(C)c(SCC(=O)NNC(=O)c2csc(N3CCOCC3)n2)c1,-10.9,-4.8%,5.9,0.3%,x,157.4%[activator],-61.6*
Cc1cccc(-n2nnnc2SCC(=O)c2cc(C)n(Cc3ccco3)c2C)c1,-2.9,-8.0%,1.6,-49.8%,0.5%,9.9%,2.5
COc1ccc(C)cc1NC(=O)CN(Cc1nnc(-c2ccc(Cl)cc2)o1)C1CCCC1,14.9,-7.5%,12.7*,32.9%,-3.9%,27.4%,-7.7
Cc1ccc(/C=N/n2c(-c3cccc(Cl)c3)n[nH]c2=S)o1,7.9,-9.8%,-1.6,-36.2%,3.3%,60.7%[activator],5.4
COc1ccc(-c2ccccc2)cc1NCc1ccccc1C,46.3,-16.3%,44.0*,-43.5%,-20.2%,u,-27.9
CCCC(=O)c1ccc(N2CCCCC2)c(F)c1,94.2*,u,46.9*,-22.0%,0.4%,-2.6%,-38.1
O=C(Cn1c(=O)oc2cc(S(=O)(=O)N3CCCC3)ccc21)Nc1ccccc1Br,14.2,1.4%,-1.7,-43.6%,6.7%,-4.7%,x
CCCN(CC(=O)Nc1ccccc1C)C(=O)C1CCN(S(=O)(=O)c2ccccc2C(F)(F)F)CC1,x,-4.7%,x,102.6%[activator],x,2.0%,-5.9
Cc1ccc(NC(=O)CSc2nc3[nH]ncc3c(=O)[nH]2)cc1,-5.1,4.3%,-4.2,-16.2%,1.3%,16.1%,-10.4
O=C(NCC(=O)N(Cc1ccc(F)cc1)C(C(=O)NCC1CCCO1)c1ccccc1)c1ccco1 (stereo unspecified),25.8,-11.9%,4.4,57.3%,5.9%,-14.3%,u
Cc1cc(N2CCOCC2)ccc1/C=C1\NC(=O)N(Cc2ccccc2)C1=O,-3.5,6.5%,-6.5,-5.9%,-1.3%,-4.5%,8.6
O=C(Cn1nc(-c2cccc(Cl)c2)ccc1=O)NCC1COCCO1 (stereo unspecified),x,-14.9%,x,-4.1%,x,2.4%,-16.6
Cc1c(O)c(=O)ccn1Cc1ccccc1,-12.1,u,-4.1,-37.1%,u,107.2%[activator],-3.9
CCOC(=O)c1c(NC(=O)CN2CCOCC2)sc2c1CCCC2,-19.4,-11.9%,-4.8,129.0%[activator],0.3%,29.0%,24.9
O=C(COC(=O)CNC(=O)c1ccc(Cl)cc1Cl)NNC(=O)c1ccccc1,x,5.5%,x,-0.9%,x,60.7%[activator],5.9
CCN(CC)CCCNC(=O)c1ccccc1C,-11.7,u,-1.4,-2.7%,3.4%,8.1%,-29.5
C/C(=C\c1ccccc1)C1NC(=O)c2c(sc3c2CCCC3)N1 (stereo unspecified),34.2,-10.5%,36.6*,-23.4%,-14.0%,0.1%,u
O=C(COC(=O)c1cc(=O)[nH]c2ccccc12)Nc1ccc(Cl)cn1,x,-8.9%,x,-17.8%,x,-4.8%,-6.7
COc1ccc(C(=O)N/C(=C/c2cccnc2)C(=O)N2CCOCC2)cc1OC,18.3,4.7%,-0.7,-30.1%,1.1%,-7.5%,8.7
CCOC(=O)Cc1csc(NC(=O)CSc2nnc(-c3ccncc3)o2)n1,3.3,1.5%,-2.5,-16.4%,4.1%,90.0%[activator],6.6

# Given with values under each structure: 5 of the compounds above
# Sequence of screens – Shiga inhibitor | AmpC inh detg | Cycloheximide cs | AmpC inh no detg | FBPA Giardia inh | AMA1-RON2 inh | HCMV inh
> Cc1cccc(-n2nnnc2SCC(=O)c2cc(C)n(Cc3ccco3)c2C)c1
    -2.9 | -8.0% | 1.6 | -49.8% | 0.5% | 9.9% | 2.5
> COc1ccc(C)cc1NC(=O)CN(Cc1nnc(-c2ccc(Cl)cc2)o1)C1CCCC1
    14.9 | -7.5% | 12.7* | 32.9% | -3.9% | 27.4% | -7.7
> Cc1ccc(/C=N/n2c(-c3cccc(Cl)c3)n[nH]c2=S)o1
    7.9 | -9.8% | -1.6 | -36.2% | 3.3% | 60.7%[activator] | 5.4
> COc1ccc(-c2ccccc2)cc1NCc1ccccc1C
    46.3 | -16.3% | 44.0* | -43.5% | -20.2% | u | -27.9
> CCCC(=O)c1ccc(N2CCCCC2)c(F)c1
    94.2* | u | 46.9* | -22.0% | 0.4% | -2.6% | -38.1

# Later entries:
SMILES,Shiga inhibitor,AmpC inh detg,Cycloheximide cs,AmpC inh no detg,FBPA Giardia inh,AMA1-RON2 inh,HCMV inh
C=CCn1nnnc1SCC(=O)Nc1cccc(C(F)(F)F)c1,-8.4,-5.0%,3.4,-13.7%,x,-2.2%,22.5
CCOC(=O)c1sc(NC(=O)c2ccco2)nc1C,12.0,-11.4%,16.5,-2.7%,0.3%,0.0%,64.6
COc1ccc(COCC(O)CN(Cc2ccco2)Cc2ccccc2O)cc1 (stereo unspecified),-10.7,-14.2%,-0.9,-7.3%,-2.9%,-4.8%,11.7
Cc1cc2c(OCC(O)CN3CCCCC3)cccc2[nH]1 (stereo unspecified),-14.6,-1.1%,-5.4,-1.0%,-4.6%,-10.8%,9.2
O=C(NCCN1CCOCC1)c1ccc(N2CCCC2)c([N+](=O)[O-])c1,5.8,3.2%,-1.5,-18.5%,-3.0%,-11.2%,u
Cc1nn(CC(=O)NCc2cccs2)c(=O)c2nn(-c3ccccc3)c(C)c12,-2.3,-7.2%,11.0,-14.6%,24.5%,-3.0%,-71.4*
CN(C(=O)COc1ccc(Cl)cc1)C1(C)CCS(=O)(=O)C1 (stereo unspecified),x,-9.9%,x,-8.3%,x,2.7%,-16.5
CC(=O)N1N=C(c2ccccc2)CC1c1cccc([N+](=O)[O-])c1 (stereo unspecified),x,-11.8%,-3.5,-11.8%,-1.5%,-9.5%,49.3
COc1ccc(-c2c(C)nn3c(C)cc(C)nc23)cc1,-1.7,-7.3%,-1.6,13.9%,2.8%,5.5%,-30.2
O=C(Oc1ccc2cccc(OC(=O)N3CCOCC3)c2c1)N1CCOCC1,-10.2,2.7%,-0.8,19.3%,-7.6%,9.1%,6.0
Cc1cc(C)n(-c2ccc(NC(=O)C3CCCCN3Cc3cccc4c3OCO4)cc2)n1 (stereo unspecified),-7.1,4.8%,9.6,91.3%[activator],18.7%,-9.9%,-19.6
CCOC(=O)N1CCC(NC(=O)c2ccc(N3CCC4(CC3)OCCO4)c([N+](=O)[O-])c2)CC1,-10.3,-3.9%,4.5,68.5%[activator],2.3%,6.3%,-27.8
CC(=O)Nc1ccc(S(=O)(=O)NNC(=O)c2cccc3ccccc23)cc1,-16.4,-1.7%,-6.8,-16.8%,-0.3%,28.2%,8.0
COc1ccc(CCN2C(=S)N(C)C(=O)C2CC(=O)Nc2ccc(OC)cc2)cc1 (stereo unspecified),39.9,-2.2%,4.8,16.4%,-5.9%,-11.8%,-38.1
CC(Sc1ccsc1[N+](=O)[O-])C(=O)NCc1ccco1 (stereo unspecified),10.7,6.5%,-3.7,-38.7%,-11.6%,13.0%,0.0
CCOCCCNC(=O)C(c1ccccc1)N(Cc1cccs1)C(=O)c1ccccc1O (stereo unspecified),-12.0,u,-1.9,40.2%,3.6%,-7.9%,-24.0
O=c1c2ccccc2nc(-c2ccc(-c3ccccc3)cc2)n1-c1ccncc1,21.4,-5.0%,25.8*,67.4%[activator],-1.0%,-5.4%,111.5
COc1cnc(-c2ccccn2)nc1Oc1cccc(C(F)(F)F)c1,-6.0,-4.4%,13.1,131.1%[activator],28.1%,x,-99.4*
Cc1ccccc1-n1ncc(C(C)NS(=O)(=O)c2ccccc2Cl)c1C (stereo unspecified),-4.1,-0.8%,-4.1,-5.8%,x,-0.5%,-32.8
CC(C)(C)C(=O)Nc1cccc(C(=O)c2cccc(NC(=O)C(C)(C)C)c2)c1,-8.2,u,-2.7,-21.3%,-1.7%,-4.5%,16.8
Cc1cc(C)cc(N2C(=O)CC(N3CCOCC3)C2=O)c1 (stereo unspecified),-15.4,-3.8%,-1.0,-8.5%,2.4%,2.6%,-12.1
CCO/N=C(\C)c1c(O)c(CC)c(-c2ccccc2)n(-c2ccccc2)c1=O,12.7,u,1.5,17.8%,-15.8%,-16.2%,-7.5
Cn1c(NC(=O)c2ccco2)c(-c2ccccc2)c(=O)c2ccccc21,-14.9,5.6%,4.4,-12.0%,-18.9%,5.1%,10.4
O=C(O)c1ccc2cccc(O)c2n1,-3.5,-4.8%,0.9,-20.8%,2.23µM*,86.6%[activator],14.1
CCN(CC)S(=O)(=O)c1ccc(N2CCCC2)c(NC(=O)C2CSC3(C)CCC(=O)N23)c1 (stereo unspecified),x,u,x,u,x,14.0%,0.4
COCCN1C(=O)NC(=O)/C(=C\c2ccc(Br)cc2)C1=O,-9.6,u,0.9,-20.7%,-4.2%,9.8%,-36.5
CCOC(=O)c1c(-c2ccccc2)csc1NC(=O)c1nn(CC)cc1Br,8.6,u,-0.9,-12.0%,-2.5%,-3.8%,11.4
COC(=O)c1ccc(NC(=S)NC(=O)c2c(Cl)cnn2C)cc1,7.8,12.7%,3.5,u,u,11.5%,-21.9
COc1cc(/C=C/C(=O)OCC(=O)NCC2CCCCC2)ccc1O,x,-1.0%,x,-15.7%,x,-0.9%,-1.9
COc1ccc(CC(=O)Nc2ccc(-c3noc(-c4ccccc4OC)n3)cc2)cc1,31.2,-1.8%,27.3*,-11.1%,13.1%,u,-32.6

# Rows were taken by chance; any-hit rate near 16%.
